D2 ag = HTS Assay for Allosteric Agonists of the Human D2 Dopamine Receptor: Primary Screen for Agonists. D(2) dopamine receptor (Homo sapiens), P14416. HEK293 T-REx D2 cells, calcium flux agonist mode. activation, % at 2 µM. 340,000 compounds, 0.53% hits. AID 485358, 2010;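 active means activation over 3 SD above normal in the single-dose calcium agonist read, cut at about 30% in these data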; further: 0% is about no effect
Target sequence (P14416 whole entry, looked up): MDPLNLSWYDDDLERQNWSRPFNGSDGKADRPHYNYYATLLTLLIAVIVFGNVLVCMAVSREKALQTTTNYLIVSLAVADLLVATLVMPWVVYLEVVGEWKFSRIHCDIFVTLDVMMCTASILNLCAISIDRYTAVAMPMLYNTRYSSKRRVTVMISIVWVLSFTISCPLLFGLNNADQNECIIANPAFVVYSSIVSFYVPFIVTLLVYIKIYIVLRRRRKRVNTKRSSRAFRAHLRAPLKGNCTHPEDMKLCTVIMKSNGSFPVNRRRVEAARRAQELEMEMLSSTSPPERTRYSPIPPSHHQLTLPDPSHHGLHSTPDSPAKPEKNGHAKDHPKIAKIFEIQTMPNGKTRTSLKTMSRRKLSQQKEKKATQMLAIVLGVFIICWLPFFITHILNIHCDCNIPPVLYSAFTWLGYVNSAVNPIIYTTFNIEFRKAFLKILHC
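Agonism is scored from calcium flux in a force-coupled, inducible HEK293 cell line expressing D2, read kinetically for 180 s after compound addition against dopamine controls.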
D2 antagonist = HTS Assay for Allosteric Antagonists of the Human D2 Dopamine Receptor: Primary Screen for Antagonists; HEK293 TREx D2 cells, calcium flux, dopamine EC80; inhibition, % at 10 µM; 340,000 compounds, 2% hits; in the data active means inhibition above about 30%; further: 0% is about no effect
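In this primary screen, negative modulation is detected by tracking calcium flux after an EC80 dopamine challenge in inducible HEK293 T-REx D2 cells preexposed to test compound for 180 s.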
ALOX12 inh = Primary qHTS assay for inhibitors of human arachidonate 12S-lipoxygenase (ALOX12): Round 2; 580,000 compounds, 1.1% hits; Polyunsaturated fatty acid lipoxygenase ALOX12 (Homo sapiens), P18054; AID 1671190, 2021; Potency, µM (titrated, usually from 108 µM), for the others: top-dose activity change, negative = inhibition, actives largely listed as inhibitors; purified 12hLO, xylenol orange hydroperoxide absorbance; further: potency means the concentration at half of the fitted maximal effect; on the % scale 0 is the no-effect control and ±100 the full control effect
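Hydroperoxide product was detected by ferrous iron/xylenol orange as the 573 to 405 nm absorbance ratio. Arachidonic acid at 40 uM (final) was turned over for 30 min at room temperature by 150 nM human 12hLO, pH 7.0 Hepes buffer, after 15 min compound preincubation.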
Vif-APOBEC3F blk = qHTS for Inhibitors of Vif-A3F Interactions: qHTS. HeLa A3F-eYFP + Vif (tagged APOBEC3F with the HIV-1 protein that degrades it), YFP fluorescence increase. Potency, µM (highest dose often 46.1 µM), for inactives: top-dose activity, negative = active. 390,000 compounds, 0.2% hits; further: potency means the concentration at half of the fitted maximal effect; % of control where 0% means no effect; nearly all actives have a fitted effect of over 65% in size
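HeLa cells stably expressing Vif plus C-terminally eYFP-tagged A3F were seeded, incubated overnight at 37 deg C, dosed with compound, incubated overnight again at 37 deg C. Yellow fluorescence (Ex 488/Em 500-530) reported blocked Vif-mediated A3F-eYFP degradation.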
GRP78 ERSR act = qHTS for Inducers of the Endoplasmic Reticulum Stress Response (ERSR) in Human Glioma: qHTS; U87-MG GRP78 promoter luciferase reporter, 16 h; Potency, µM, inactives show top-dose activation, hits mostly activators; 420,000 compounds, 0.02% hits; further: potency means the concentration at half of the fitted maximal effect; series mostly up to about 76 µM; % of control where 0% means no effect; nearly all actives have a fitted effect of over 35% in size
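Stably transfected U87-MG human glioma cells carrying a GRP78-based luminescent sensor were seeded at 1000 cells/well, pin-dosed with compounds and incubated 16 h. Luciferase reagent was then added, and end-point luminescence was read after 10 min at room temperature.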
LDHA inh = qHTS assay for inhibitors of human lactate dehydrogenase | purified LDHA, NADH/diaphorase-resazurin fluorescence; stronger effect = lower value | activity change, % (values are at about 110 or 230 µM) | 480,000 compounds, 0.15% hits | AID 1347041, 2019; in the data active means activity change below about -30%; inconclusive means mostly about -25% to -30%;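 further: plate controls were DMSO wells for no effect and wells without enzyme for full effect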
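Remaining NADH was detected by diaphorase (0.133 mg/mL) converting 37 µM resazurin to fluorescent resorufin, read at 0 and 20 minutes. The preceding 5-minute room-temperature reaction used 2 nM LDHA, 0.2 mM sodium pyruvate and 0.06 mM NADH at pH 7.4.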
RGS4 inh = Inhibitors of Regulator of G Protein Signaling (RGS) 4: qHTS; Regulator of G-protein signaling 4 (Homo sapiens), P49798; Transcreener GDP fluorescence polarization, RGS4-accelerated GTP hydrolysis; Potency, µM (highest dose often 114 µM), without a hit: at the top dose activity change, negative = inhibition, most hits filed as inhibitors; 390,000 compounds, 0.039% hits; AID 504845, 2011; further: potency means the concentration at half of the fitted maximal effect; on the % scale 0 is the no-effect control and ±100 the full control effect; nearly all actives have a fitted effect of over 75% in size; some results filed as inactive show a strong effect at the top dose
Target sequence (P49798 whole entry, looked up): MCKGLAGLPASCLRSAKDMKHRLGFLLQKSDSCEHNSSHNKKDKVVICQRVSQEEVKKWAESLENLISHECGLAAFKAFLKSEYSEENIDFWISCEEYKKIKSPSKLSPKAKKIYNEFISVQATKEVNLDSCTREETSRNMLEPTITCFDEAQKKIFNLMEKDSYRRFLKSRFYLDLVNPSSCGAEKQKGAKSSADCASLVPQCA
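MLSMR compounds (23 nl, pin-transferred) preincubated 10 min at room temperature with a 500nM (2x) first reagent, then RGS4 at 900nM (2x) plus Transcreener GDP mix added; fluorescence polarization (620/688 nm) read before and after 90 min at 30 °C.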
ERG-DNA inh = qHTS for Small Molecule Inhibitors of the ERG Ets/DNA interaction. Transcriptional regulator ERG (Homo sapiens), P11308. fluorescence polarization, His-ERG Ets domain / labelled DNA. Potency, µM (top dose mostly 76.9 µM), for inactives: at the top dose FP activity, negative = inhibition, actives largely listed as inhibitors. 370,000 compounds, 0.028% hits. AID 624246, 2012; active means well fitted inhibition curve with a large enough effect in the polarisation, with a control signal flat; inconclusive means small, poorly fitted or top-dose-only effect, or effect the other way, or a change in a side signal; inactive means no such curve, though single readings can be large or run the other way; the % refers to the polarisation;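 further: polarization taken with two DNA probes labelled with fluorescein and Texas red; potency means the concentration at half of the fitted maximal effect; % of control where 0% means no effect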
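His-tagged ERG Ets domain (1 uM in the protein solution; 300mM KCl, 50mM Tris-HCl, 1mM EDTA, 1mM DTT, pH 7.5) received compound, then a probe mix of 5 nM fluorescein-DNA and 100nM Texas-615-DNA. Fluorescence polarization was read for both dyes.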
Vif-APOBEC3G blk = qHTS for Inhibitors of Vif-A3G Interactions: qHTS | HeLa A3G-eYFP + Vif (tagged APOBEC3G with the HIV-1 protein that degrades it), YFP fluorescence, overnight | Potency, µM (doses to about 46.1 µM), for the others: top-dose activity, negative = active, hits mostly inhibitors | DNA dC->dU-editing enzyme APOBEC-3G (Homo sapiens), Q9HC16 | 410,000 compounds, 0.076% hits;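 further: potency means the concentration at half of the fitted maximal effect; on the % scale 0 is the no-effect control and ±100 the full control effect; nearly all actives have a fitted effect of over 60% in size; hits raise eYFP signal because A3G escapes Vif-driven loss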
Target sequence (Q9HC16 whole entry, looked up): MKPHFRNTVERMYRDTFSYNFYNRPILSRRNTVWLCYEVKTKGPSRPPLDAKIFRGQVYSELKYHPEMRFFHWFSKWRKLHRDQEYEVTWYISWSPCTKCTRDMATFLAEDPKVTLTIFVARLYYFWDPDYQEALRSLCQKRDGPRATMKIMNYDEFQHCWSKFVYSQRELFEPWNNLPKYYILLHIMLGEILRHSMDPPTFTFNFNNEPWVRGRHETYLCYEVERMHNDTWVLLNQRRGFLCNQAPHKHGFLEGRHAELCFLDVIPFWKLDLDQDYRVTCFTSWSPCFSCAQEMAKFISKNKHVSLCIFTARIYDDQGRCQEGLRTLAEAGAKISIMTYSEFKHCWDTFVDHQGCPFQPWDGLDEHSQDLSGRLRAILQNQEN
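Read-out is eYFP fluorescence (Ex 488/Em 500-530) from Vif-expressing HeLa A3G-eYFP cells; more signal means A3G escaped Vif-mediated degradation. Cells plated overnight, compound pinned in, incubated overnight at 37 deg C.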
The depositor's hits bear a star; ? = inconclusive; . = not tested or not shown; [ ] = another dose, or the depositor's remark. Unless noted, the call rests on the fitted dose curve; in most records, active means well fitted curve in the direction sought with a large enough effect; inconclusive means small, poorly fitted or top-dose-only effect, or another doubt; inactive means no such curve, though single readings can be large; an effect the other way counts as inactive or inconclusive. An excerpt; rates above refer to the full screens.

Below each SMILES: D2 ag	D2 antagonist	ALOX12 inh	Vif-APOBEC3F blk	GRP78 ERSR act	LDHA inh	RGS4 inh	ERG-DNA inh	Vif-APOBEC3G blk
1. Cc1ccc(C)c(NC(=O)CN(C)C(=O)CN2C(=O)NC3(CCc4ccccc43)C2=O)c1 (stereo not drawn)
  1.6	-11	169%[activator]	-5%	-6%	-2	-7%	9%	-2%
2. O=C(COC(=O)C1=NN(c2ccccc2)C(=O)CC1)NCc1ccccc1Cl
  -1.5	32*	-15%	6%	-4%	-2	-14%	-5%	1%
3. COc1ccc(CN2CCCCC2c2cccnc2)c(OC)c1C (stereo not drawn)
  -0.2	-3	-24%	2%	-4%	-7	-5%	.	0%
4. CCc1ccc(NC(=O)c2cc3c([nH]c2=O)CC(C)(C)CC3=O)cc1
  0.5	.	-11%	2%	0%	2	-1%	-5%	-1%
5. O=C(c1ccc(F)cc1)n1ccc(-c2cnc(-c3ccccc3)s2)n1
  -0.5	4	317%[activator]	2%	3%	-3	10%	1%	0%
6. Cc1ccc(-c2csc(=Nc3cccnc3)n2CCCN2CCCC2=O)cc1C
  -0.9	7	4%	9%	-3%	-5	-4%	1%	0%
7. COc1cc(-c2cc(NC(C)=O)c3ncc(-c4ccc(F)cc4)n3c2)cc(OC)c1OC
  .	.	-1%	.	?	3	.	.	?
8. COc1ccc(NS(=O)(=O)c2cc(NC(=O)c3ccccc3F)ccc2N2CCCC2)cc1
  -1.6	-8	-20%	-21%	-4%	-2	8%	-4%	-7%
9. O=C(CN1CCOCC1)Nc1ccc(Oc2ccccc2)cc1
  0.0	14	?	-5%	3%	4	-23%	-6%	-3%
10. CC(C)S(=O)(=O)c1cnc(-c2ccccn2)nc1N
  0.4	-7	-36%	?	0%	3	38%	-1%	3%

(list continues)
Below each SMILES: D2 ag	D2 antagonist	ALOX12 inh	Vif-APOBEC3F blk	GRP78 ERSR act	LDHA inh	RGS4 inh	ERG-DNA inh	Vif-APOBEC3G blk
11. O=C(CSc1nc(=O)[nH]c2c1CCCC2)NCc1ccccc1Cl
  1.2	.	-9%	6%	1%	0	-18%	-1%	7%
12. O=C(CCN1CCN(CCO)CC1)Nc1ccc(OCc2ccccc2)cc1
  -0.6	14	-18%	2%	-6%	-1	1%	2%	0%
13. CC(C)c1ccc(NC(=O)C2Cc3c(-c4ccc(Cl)cc4)ccnc3O2)cc1 (stereo not drawn)
  .	.	0%	.	2%	-5	.	.	-2%
14. COc1ccc(NC(=O)CSc2nc(C)cc(C(F)(F)F)n2)cc1
  -0.4	-21	0%	-7%	-3%	-13	-18%	-17%	-5%
15. Cn1c(CN2CCOCC2)nc2cc(NC(=O)COc3ccccc3)ccc21
  0.0	-8	5%	-7%	-3%	-5	?	9%	2%
16. Cc1cccc(NC(=O)c2ccccc2[N+](=O)[O-])n1
  -0.3	25	0%	-10%	4%	-3	-4%	14%	4%
17. O=S(=O)(c1ccc(OCC(O)CN2CCN(c3ccccc3O)CC2)cc1)N1CCOCC1 (stereo not drawn)
  71*	69*	0%	-13%	-4%	6	-15%	.	0%
18. COc1cccc(C(=O)COc2ccccc2-c2ccccc2)c1
  2.4	-3	1%	-1%	-3%	-4	-3%	13%	4%
19. CCOc1ccc(S(=O)(=O)N/N=C2/CC(c3ccccc3)Oc3ccccc32)cc1 (stereo not drawn)
  -0.8	-47	?	14%	10%	-4	-5%	2%	1%
20. O=C(/C=C/NNC(=O)c1ccc(Br)cc1)c1ccccc1
  -0.3	9	105%[activator]	-5%	0%	0	-24%	-5%	-1%

(list continues)
Below each SMILES: D2 ag	D2 antagonist	ALOX12 inh	Vif-APOBEC3F blk	GRP78 ERSR act	LDHA inh	RGS4 inh	ERG-DNA inh	Vif-APOBEC3G blk
21. CCCCN(CC)S(=O)(=O)c1ccc2c(c1)n(C)c(=O)c(=O)n2C
  -0.3	1	-6%	5%	0%	-2	27%	-3%	1%
22. COC(=O)c1c(N(S(C)(=O)=O)S(C)(=O)=O)sc2c1CCN(c1ncc(C(F)(F)F)cc1Cl)C2
  0.3	-10	?	-11%	-5%	3	-14%	-9%	-8%
23. Cc1ccnc(NC(=O)c2cccc(S(=O)(=O)N3CCCC3)c2)c1
  0.5	-14	9%	-3%	6%	-8	-1%	-9%	2%
24. CN1/C(=C\C(=O)COC(=O)c2ccccc2O)C(C)(C)c2ccccc21
  0.5	-6	-14%	-8%	1%	-2	2%[56.9 µM]	24%	-5%
25. CC1CCCCC12NC(=O)N(CC(=O)OCC(=O)NCc1ccc(F)cc1)C2=O (stereo not drawn)
  0.9	-29	26%	1%	-2%	-1	-17%	-1%	0%
26. Cc1ccc(N(CC(=O)NC2CCCCC2)C(=O)CNC(=O)c2ccco2)cc1F
  -1.2	-4	-8%	-14%	-2%	-7	10%	4%	-1%
27. Cc1cc(C)cc(NC(=O)CSc2nc3nc(C)cc(C)c3c(=O)[nH]2)c1
  0.6	35*	-1%	5%	-5%	-2	-20%	16%	7%
28. COC(=O)c1cn(-c2nc(C)c3c(n2)CCC3)nn1
  4.4	15	0%	13%	2%	-2	-36%	5%	-1%
29. COc1cc(NC(=O)CN2C(=O)c3ccccc3Sc3ccc(C(=O)N4CCOCC4)cc32)cc(OC)c1OC
  .	.	?	3%	0%	3	?	-15%	0%
30. CCOC(CCNC(=O)c1cn(CCOC)c(=O)c2c1c1ccccc1n2C)OCC
  0.3	4	1%	-3%	-8%	0	12%	-1%	-16%

Molecules shown so far that contain an aryl methoxy group (6):
Below each SMILES: D2 ag	D2 antagonist	ALOX12 inh	Vif-APOBEC3F blk	GRP78 ERSR act	LDHA inh	RGS4 inh	ERG-DNA inh	Vif-APOBEC3G blk
3. COc1ccc(CN2CCCCC2c2cccnc2)c(OC)c1C (stereo not drawn)
  -0.2	-3	-24%	2%	-4%	-7	-5%	.	0%
7. COc1cc(-c2cc(NC(C)=O)c3ncc(-c4ccc(F)cc4)n3c2)cc(OC)c1OC
  .	.	-1%	.	?	3	.	.	?
8. COc1ccc(NS(=O)(=O)c2cc(NC(=O)c3ccccc3F)ccc2N2CCCC2)cc1
  -1.6	-8	-20%	-21%	-4%	-2	8%	-4%	-7%
14. COc1ccc(NC(=O)CSc2nc(C)cc(C(F)(F)F)n2)cc1
  -0.4	-21	0%	-7%	-3%	-13	-18%	-17%	-5%
18. COc1cccc(C(=O)COc2ccccc2-c2ccccc2)c1
  2.4	-3	1%	-1%	-3%	-4	-3%	13%	4%
29. COc1cc(NC(=O)CN2C(=O)c3ccccc3Sc3ccc(C(=O)N4CCOCC4)cc32)cc(OC)c1OC
  .	.	?	3%	0%	3	?	-15%	0%

(continued)
Below each SMILES: D2 ag	D2 antagonist	ALOX12 inh	Vif-APOBEC3F blk	GRP78 ERSR act	LDHA inh	RGS4 inh	ERG-DNA inh	Vif-APOBEC3G blk
31. CC(C)c1nnc(NC(=O)CCC(=O)N2CCN(c3ccc(Cl)cc3)CC2)s1
  0.6	-2	-2%	1%	0%	-2	21%[11.4 µM]	0%	0%
32. CC(C)(C)NC(=O)CSc1nnc(-c2ccncc2)n1Cc1ccccc1
  4.6	16	-21%	-3%	-2%	-6	-17%	-1%	-1%
33. COc1ccccc1C(=O)Nc1cccc(OCc2cc(=O)n3c4c(sc3n2)CCCC4)c1
  -0.5	.	5%	1%	1%	-2	28%	1%	1%
34. Cc1cc(C)n2nc(C)c(-c3ccc(Cl)cc3)c2n1
  -2.3	-19	4%	-9%	-3%	-4	10%	1%	-3%
35. O=C(Nc1nnc(S(=O)(=O)N2CCCc3ccccc32)s1)c1ccccc1Br
  -0.3	.	6%	-4%	6%	1	-11%	-3%	3%
36. O=C(Nc1cc(-c2ccccc2)nn1C1CCCCC1)c1ccc(Cl)cc1
  .	.	-62%	-12%	-3%	-6	12%	7%	-12%
37. O=C(CCNC(=O)c1ccc([N+](=O)[O-])cc1)Nc1cccc(S(=O)(=O)N2CCCCCC2)c1
  -0.4	-2	1%	-2%	-3%	-2	22%	-7%	0%
38. COCCN(CCOC)C(=O)CC(=O)N(CCOC)CCOC
  .	.	0%	-6%	-3%	0	1%	2%	0%
39. O=C(c1ccc(F)cc1)N1CCCN(c2nc(-c3ccccc3)ns2)CC1
  0.2	-1	154%[activator]	-20%	1%	-1	-11%	1%	1%

Source: PubChem BioAssay
